High-throughput results from PubChem BioAssay.
mIAP act: mouse IAP activation; muIAP, CDP-Star luminescence, 30 min; active compounds read high; 1 = vehicle-only enzyme signal, 0 = enzyme-free wells; activation factor at 10 µM; hit rate 0.24% among 330,000;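 active means activation factor of at least 2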; further: the source names both 10 and 20 µM as test concentration; values of inactives mirror those of a sister screen read the other way
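Assay system: mouse IAP enzyme; reagent: chemiluminescent substrate CDP-Star; dosing: test compounds delivered from DMSO solution; schedule: 30 min at room temperature; measured by: luminescence from enzymatic CDP-Star hydrolysis; controls: DMSO-only wells and no-enzyme negative control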
hIAP activ: increases human intestinal alkaline phosphatase activity. P09923. purified human IAP, CDP-Star luminescence, 30 min; active compounds read high; 1 = vehicle-only enzyme, 0 = enzyme-free background. activation factor at 10 µM. hit rate 0.16% among 330,000. AID 2524;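 active means activation factor of the enzyme at least 2-fold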; further: the source names both 10 and 20 µM as test concentration; values of inactives mirror those of a sister screen read the other way
Target sequence (P09923 whole entry, looked up): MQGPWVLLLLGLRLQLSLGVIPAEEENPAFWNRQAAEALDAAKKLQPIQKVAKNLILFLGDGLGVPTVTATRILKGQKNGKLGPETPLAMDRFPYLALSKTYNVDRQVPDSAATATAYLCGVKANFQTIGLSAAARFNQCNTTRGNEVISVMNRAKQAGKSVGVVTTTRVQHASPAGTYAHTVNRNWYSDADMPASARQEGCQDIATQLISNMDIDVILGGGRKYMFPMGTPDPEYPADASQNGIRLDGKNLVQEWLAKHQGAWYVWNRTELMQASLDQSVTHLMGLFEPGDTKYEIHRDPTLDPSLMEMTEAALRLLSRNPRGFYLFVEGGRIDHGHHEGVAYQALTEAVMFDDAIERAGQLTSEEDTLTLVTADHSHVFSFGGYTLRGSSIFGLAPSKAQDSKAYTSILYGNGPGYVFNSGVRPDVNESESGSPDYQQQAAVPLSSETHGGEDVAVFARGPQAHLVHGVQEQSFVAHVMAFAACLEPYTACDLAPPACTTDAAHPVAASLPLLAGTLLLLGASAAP
SENP1 inh: blocks the human SENP1 SUMO protease catalytic domain | Q9P0U3 | recombinant SENP1 catalytic domain, CyPet-SUMO1-YPet FRET cleavage | inhibition, % at 10 µM | hit rate 0.21% among 360,000 | AID 624204;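 active means inhibition at least 30% at 10 µM, raw YFP signal under a set limit, fluorescence ratio 0.5 to 1.5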;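 further: 0% = enzyme with DMSO and 100% = no enzyme wells; some results filed as inactive read as strong as hits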
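Test system: recombinant human SENP1 catalytic domain, His6-tagged / Medium: pH 8 Tris buffer with EDTA, NaCl, BME, BSA, NP40, catalase / Also added: SUMO1 FRET substrate flanked by Cypet and Ypet, 25 nM / Times: 50 min reaction at room temperature / Signal: FRET, CFP and YFP emission / Control set: no-enzyme low control and enzyme-plus-DMSO high control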
hIAP inh: blocks human intestinal alkaline phosphatase. hit rate 0.12% among 330,000. inhibition, % at 10 µM. AID 2544. purified IAP, CDP-Star luminescence, 30 min;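 active means inhibition reaching a set limit with compound at 10 µM in the primary screen, cut at about 35% in these data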;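 further: plate controls were DMSO wells with enzyme for no effect and no-enzyme buffer wells for full effect; values of inactives mirror those of a sister screen read the other way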
APOBEC3A inh: inhibitors of human APOBEC3A DNA deaminase | P31941 | recombinant A3A, FAM/TAMRA ssDNA deamination fluorescence | inhibition, % at 20 µM | hit rate 0.41% among 330,000;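 active means at least 40% inhibition at 20 µM here, with at most 30% in a related deaminase screen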;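 further: plate controls were A3A with DMSO for no effect and wells lacking A3A enzyme for full effect; some results filed as inactive read as strong as hits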
APOBEC3G inh: blocks human APOBEC3G single-stranded DNA deamination | Q9HC16 | recombinant A3G, ssDNA deamination FAM/TAMRA fluorescence | inhibition, % at 20 µM | hit rate 0.28% among 330,000;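 active means inhibition of at least 40% at 20 µM, with no more than 30% in the related APOBEC3A deaminase screen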;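 further: plate controls were DMSO wells with A3G for no effect and wells lacking A3G enzyme for full effect; some compounds called inactive have numbers as strong as hits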
Target sequence (Q9HC16 whole entry, looked up): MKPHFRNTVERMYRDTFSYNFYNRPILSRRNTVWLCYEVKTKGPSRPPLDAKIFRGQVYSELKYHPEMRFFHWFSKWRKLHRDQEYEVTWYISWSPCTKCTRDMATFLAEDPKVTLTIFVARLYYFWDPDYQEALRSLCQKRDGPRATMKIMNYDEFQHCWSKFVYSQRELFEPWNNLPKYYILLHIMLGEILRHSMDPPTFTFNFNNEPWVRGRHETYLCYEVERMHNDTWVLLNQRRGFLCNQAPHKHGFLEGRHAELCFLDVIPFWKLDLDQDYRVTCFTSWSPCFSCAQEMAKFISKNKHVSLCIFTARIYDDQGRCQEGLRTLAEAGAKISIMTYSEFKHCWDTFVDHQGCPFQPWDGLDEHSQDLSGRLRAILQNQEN
mIAP block: mouse IAP inhibition; purified mouse IAP, CDP-Star luminescence, 30 min; inhibition, % at 10 µM; hit rate 0.2% among 330,000; AID 2806;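 active means inhibition of at least 40% at 10 µM in the primary screen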;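 further: plate controls were DMSO with enzyme for no effect and no enzyme wells for full effect; values of inactives mirror those of a sister screen read the other way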
beta cell repl: MIN6 beta-cell proliferation induction; MIN6 cells proliferation, ATPlite luminescence, 48 h; cells starved in 0.2% serum; 100% = growth in 10% serum; proliferation, % at 10 µM; hit rate 0.29% among 330,000; AID 2380;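 active means compounds whose signal lies at least 3.5 SD above the mean of all wells on their plate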;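 further: 0% = DMSO-treated cells in low-serum medium and 100% = 10% serum control; some compounds called inactive have numbers as strong as hits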
NALP3 yeast inh: NALP3 inhibition in yeast | Yeast reconstituted NLRP3/ASC/caspase-1, beta-gal luminescence, 24 h | inhibition, % at 10 µM | hit rate 0.39% among 330,000;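 active means inhibition of 50% or more; inactive means inhibition below 50%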;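 further: plate controls were induced DMSO wells for no effect and uninduced yeast grown without galactose for full effect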
An asterisk follows results filed as active; . = not tested or not shown. An excerpt. The share of hits here may be higher or lower than overall.

Compound,mIAP act,hIAP activ,SENP1 inh,hIAP inh,APOBEC3A inh,APOBEC3G inh,mIAP block,beta cell repl,NALP3 yeast inh
CC[C@H](NC(=O)c1c(C)c(-c2ccccc2)nc2ccccc12)c1ccccc1,0.91,0.68,1,32,-3,-6,9,3,8
N#CC1(NC(=O)CSc2nc3ccccc3s2)CCCCC1,1,1.1,2,-7,-5,-8,-2,0,15
COc1ccc2oc(C(=O)OCC(=O)N3CCCCC3)c(C)c2c1,0.94,0.98,-6,2,3,-5,6,-2,24
CCOC(=O)N1CCC(c2cc(=O)n(-c3ccccc3)[nH]2)CC1,0.99,1.1,2,-13,0,-3,1,-3,22
CCN(C(=O)COC(=O)c1oc2ccc(OC)cc2c1C)C1CCS(=O)(=O)C1 (configuration not stated),0.99,0.96,-5,4,-2,-6,1,1,8
CCC(C)/C(C)=N/Nc1ccc(S(N)(=O)=O)cc1[N+](=O)[O-] (configuration not stated),0.92,0.85,3,15,7,-9,8,-2,28
CCN(C(=O)CSc1nnc(-c2ccc3c(c2)OCO3)o1)C1CCS(=O)(=O)C1 (configuration not stated),1.1,0.96,0,4,5,0,-7,2,1
NC(=O)NOCc1ccccc1,1,1,0,0,4,-7,0,-2,12
CCN(CC(=O)Nc1c(F)cccc1F)C(=O)C1CCN(C(=O)c2ccc(F)cc2)CC1,1.1,1.1,2,-13,2,-2,-6,-1,11
Cc1cc(Cl)ccc1NC(=S)NC1CCCC1,1.1,0.91,4,10,-2,-3,-15,-4,25
CCN(Cc1ccncc1)Cc1ccc(OC)c(OC)c1,0.97,1,1,-1,-6,-9,2,-4,1
Cc1cccc(NC(=O)CCNS(=O)(=O)c2ccc(Cl)cc2)c1,1,1.1,1,-13,-1,1,-3,0,9
CCc1sc(C(=O)N2CCN(C(=O)c3ccccc3)CC2)cc1C,1.1,1.1,0,-6,-1,-6,-10,0,18
Oc1ccc(CNc2ccccc2O)cc1,0.63,1,-21,-1,-5,-5,37,-1,34
COc1ccc(N=C2SC(CC(=O)Nc3ccc(F)cc3)C(=O)N2Cc2ccco2)cc1 (configuration not stated),1,0.9,0,10,-1,-2,-4,-3,23
CN1C(=O)c2cccc3c(S(=O)(=O)N(C)C)ccc1c23,1,1.1,-25,-6,-1,-2,-2,0,35
CCC(=O)N(CCc1ccccc1C)Cc1cc2ccc(C)cc2[nH]c1=O,0.89,1.1,-1,-11,0,-8,11,-3,1
O=C(NNC(=O)c1sc2ccccc2c1Cl)Nc1ccc(Cl)cc1,0.88,1.3,2,-28,-1,-2,12,1,12
Cc1cccc(NC(=O)c2sc(C)nc2C)c1,0.91,1.2,3,-23,3,-4,9,-3,21
COc1ccc(CNC(=O)CSc2n[nH]c(N)n2)cc1,0.99,1.1,1,-15,0,-2,1,0,2
O=C(NC1CCN(Cc2ccccc2)CC1)C1CCN(S(=O)(=O)c2ccc(Cl)cc2)CC1,1.1,1.1,0,-5,-2,-8,-7,-2,13
CC(NC(=O)/C(C#N)=C/c1ccc(C(=O)O)cc1)c1ccccc1 (configuration not stated),0.97,0.96,0,4,3,1,2,-2,-4
COc1ccc(C(=O)Oc2cccc(/C=N/NC(N)=S)c2)cc1,0.88,1.2,2,-21,1,-11,12,-6,24
Cc1ccc(-n2c(C)csc2=N)cc1,0.92,1,3,-4,0,-1,8,-2,5
C[C@@H]1COC(=O)[C@H](CC(=O)OC(C)(C)C)C/C=C\C[C@H](CC(=O)NCCO)C(=O)N1,1,0.93,3,7,2,-5,-3,-3,9
Cc1oc(-c2cccc(Cl)c2)nc1CS(=O)(=O)CC(=O)NCCN1CCOCC1,0.95,0.88,0,12,-2,-5,5,1,-16
Oc1ccc(N=Nc2nc(-c3ccccc3)c(-c3ccccc3)[nH]2)cc1,0.69,0.81,39*,19,8,8,31,-5,51*
CN(C)c1ccc(C(=O)Nc2nc3c(s2)CCCC3)cc1,0.94,0.94,0,6,-2,-5,6,-4,39
COC(=O)CN1C(=O)S/C(=C/c2ccc(N3CCCCC3)o2)C1=O,0.96,0.94,-22,6,-1,-4,4,1,31
COc1ccc(C2CC(c3cccs3)=Nc3ccccc3S2)cc1 (configuration not stated),0.89,0.84,-5,16,-5,-5,11,-4,7
COc1ccc2cc1Oc1ccc(cc1)CC1c3c(cc(OC)c4c3Oc3cc5c(cc3O4)CCNC5C2)CCN1C (configuration not stated),0.8,0.89,1,12,1,-7,20,-6,34
CC(C)(C)c1ccc(S(=O)(=O)NCc2ccc(C(=O)N3CCCC3)cc2)cc1,0.98,0.84,0,16,2,-4,2,4,11
O=C(CSc1nc2c(c(C(F)(F)F)n1)CCc1ccccc1-2)NCc1ccc(F)cc1,1,0.85,0,15,0,8,0,4,8
COc1ccc(NC(=O)C2CCCN(S(=O)(=O)c3ccc(Cl)cc3)C2)cc1OC (configuration not stated),1.1,1.1,3,-10,-6,-1,-7,-1,5
O=C(c1ccc(OC2CCN(Cc3ccc(C(F)(F)F)cc3)CC2)cc1)N1CCCCC1,0.99,1.3,-1,-27,-2,-4,1,-7,33
Cc1c(OC(C)C(=O)NCCN2CCOCC2)ccc2c(-c3ccccc3)cc(=O)oc12 (configuration not stated),1,0.82,1,18,-4,-3,-4,3,12
CCOC(=O)CSc1nnc(-c2c[nH]c3ccccc23)n1CC,0.94,0.85,1,15,-3,-4,6,0,13
O=C(C1CC1)N1CCN(c2ccnc3cc(Cl)ccc23)CC1,0.94,1,1,-4,-4,-3,6,-3,13
COc1cc(/C=C/C(=O)Nc2ccc(OC)c(S(=O)(=O)N3CCOCC3)c2)ccc1OCC#N,0.97,0.92,-1,8,-3,-1,3,2,1
Cc1cc(C(=O)COC(=O)c2ccc(O)cc2)c(C)n1CCc1ccc(F)cc1,0.96,1.1,1,-5,-2,-7,4,-1,5
CCOc1cc(/C=N\NC(=O)c2ccc(NC(=O)CC)cc2)ccc1OC(=O)c1ccccc1,1,0.95,1,4,0,-2,-2,-5,11
C/C=C(\C)C(=O)NNC(=O)c1sc(-c2ccccc2)nc1C,0.95,1.1,3,-6,-2,-5,5,-1,18
COc1ccc(C2Nc3ccccc3NC3=C2C(=O)CC(C)(C)C3)cc1O (configuration not stated),1,1.2,-8,-20,4,-2,-1,-1,9
NS(=O)(=O)c1ccc(CCNC(=O)C(=O)NCC2OCCN2S(=O)(=O)c2ccc(F)cc2)cc1 (configuration not stated),0.92,0.89,-3,11,2,3,8,-4,17
O=c1[nH]c2ccc(S(=O)(=O)N3CCCCC3)cc2s1,0.97,0.92,0,8,-7,-7,3,0,-9
CC(Sc1nnc(-c2ccco2)n1N)C(=O)NCC1CCCO1 (configuration not stated),1.1,0.97,1,3,3,-4,-6,0,-5
CN(C)c1ccc(CNC(=O)C2CCN(S(=O)(=O)c3ccc4c(c3)CCCC(=O)N4)CC2)cc1,0.94,1.1,-4,-8,-8,-2,6,-4,20
CCCCCOC(=O)CSc1nc2c(c(=O)[nH]c(=O)n2C)n1Cc1ccc(Cl)cc1,1,0.98,2,2,0,-8,-4,1,-6
COc1ccc(CCc2nnc(CCC(=O)NCc3ccc4ncccc4c3)o2)cc1,0.87,1.1,-2,-9,-4,-7,13,-4,19
O=C(c1cc(-c2ccco2)on1)N1CCN(c2ccccc2)CC1,1,0.89,3,11,2,1,-2,-2,21
COc1ccccc1CNC(=O)c1cccc(-c2ccc(C)c3ccccc23)n1,0.99,0.96,.,4,0,-8,1,-8,19
CCN(CC(=O)NCc1ccc(Cl)cc1)CC(=O)Nc1ccc(C(N)=O)cc1,1,0.99,-2,1,0,-13,-5,2,-10
Cc1ccc2oc(-c3ccc(C)c(NC(=S)NC(=O)c4cccs4)c3)nc2c1,0.77,0.77,1,23,-4,-7,23,-6,14
CN1CC(=O)N2[C@H]3c4ccccc4OC[C@@H]3[C@H](c3ccccc3)[C@]2(C)C1=O,1,1,2,0,-5,-5,-3,6,10
O=C(NC(=S)Nc1cc([N+](=O)[O-])ccc1Cl)c1ccccc1,0.86,0.98,3,2,0,-3,14,-4,28
Cc1oc(C(C)(C)C)c(CN2CCCC2)c1C(=O)O,1.1,0.9,-2,10,-1,-3,-10,0,-5
COc1ccc(CNC(=O)C2CCN(C(=O)c3ccco3)CC2)cc1,0.93,0.89,-1,11,-4,-12,7,-2,3
CCOC(=O)C1CSC(CC(=O)Nc2ccc(OCC)cc2)C(=O)N1 (configuration not stated),0.99,1.1,3,-13,-16,-6,1,8,1
Cc1nnnn1/C(=C\c1ccccc1)C(=O)OCC(=O)NC1CCCCC1,0.97,1.1,2,-7,2,-2,3,-6,25
O=C1NC(=S)N/C1=C\c1ccccc1OCc1ccc(C(=O)O)cc1,1,1.2,2,-18,-11,-5,-2,-1,-3
O=C1C=C(NCc2ccc3c(c2)OCO3)CC(c2ccccc2)C1 (configuration not stated),1,1.1,.,-7,0,-5,-1,1,11
